GPR35 arrestin U2OS: GPR35 antagonists blocking zaprinast-driven arrestin recruitment, primary screen, imaging, U2OS, beta-arrestin-GFP, zaprinast agonist (AID 2058); actives 0.052% (n = 290,000); U2OS GPR35 beta-arrestin-GFP translocation imaging, zaprinast antagonism; higher % means a stronger effect; inhibition, % at 10 µM; hits with a dose series show IC50 in µM;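 active = inhibition of at least 50% with at least 30 cells and total cytoplasm GFP at most 10,000,000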
MgcRacGAP inhibition: MgcRacGAP GTPase-activating activity inhibitors, confirmation, biochemical, ADP Hunter fluorescence | MgcRacGAP-stimulated Rac1 GTP hydrolysis, ADP Hunter fluorescence; higher % means a stronger effect; GST-tagged Rac1 F28L mutant substrate | inhibition, % at 30 µM, or IC50 in µM where a hit was titrated | actives 0.6% (n = 340,000) | AID 624330;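 active = first-screen hits whose inhibition reached a set limit at any dose in the follow-up dose series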;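 also: fluorescence reports GDP produced by GAP-driven GTP hydrolysis; strong numbers were not always called active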
NTR1 ag: NTR1-driven beta-arrestin-GFP spot formation – imaging, U2OS cells, high content, primary screen (AID 493036); P30989; agonist mode; activation, % at 20 µM; actives 0.17% (n = 330,000);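 active = activation at or above 40% of the spot to cytoplasm intensity ratio, with at least 20 cells analyzed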;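 also: 0% = DMSO without peptide and 100% = 100 nM NTR1 peptide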
Target sequence (P30989 whole entry, looked up): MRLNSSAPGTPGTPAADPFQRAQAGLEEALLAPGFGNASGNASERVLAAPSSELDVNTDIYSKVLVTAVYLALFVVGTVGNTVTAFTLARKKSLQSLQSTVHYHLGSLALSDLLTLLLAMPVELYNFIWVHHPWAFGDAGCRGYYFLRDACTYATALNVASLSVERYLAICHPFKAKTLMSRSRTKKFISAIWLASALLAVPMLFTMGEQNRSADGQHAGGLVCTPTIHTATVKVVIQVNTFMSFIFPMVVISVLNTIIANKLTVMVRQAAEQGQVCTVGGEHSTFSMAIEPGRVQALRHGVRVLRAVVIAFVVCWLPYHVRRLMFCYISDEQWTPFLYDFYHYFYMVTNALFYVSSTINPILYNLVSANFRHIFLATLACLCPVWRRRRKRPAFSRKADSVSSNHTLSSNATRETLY
KOR beta-arrestin-1: KOR antagonists, beta-arrestin recruitment, cell-based, luminescence, uHTS (AID 1778); KOR beta-arrestin recruitment, luminescence, antagonist mode; higher % means a stronger effect; one-dose inhibition, % at 10 µM; IC50 in µM for titrated hits; actives 0.091% (n = 290,000); in the data active = inhibition above about 50%; also: strong numbers were not always called active
KOR beta-arrestin-2: KOR agonists, beta-arrestin recruitment, primary screen, cell-based, luminescence, uHTS (AID 1777); KOR beta-arrestin recruitment, luminescence; higher % means a stronger effect; actives 0.02% (n = 280,000); activation, % at 10 µM; hits with a dose series show EC50 in µM; in the data active = activation above about 50%, passing the limit was not always enough; also: a part of the inactive calls stands beside numbers as strong as those of hits
K1F lysis inhibition: protection from phage-mediated lysis, alamar blue read-out – E. coli UTI89, K1F phage, bacterial capsule biogenesis inhibitors (AID 488966). E. coli UTI89 K1F phage lysis, alamar blue, 2 h; higher % means a stronger effect. one-dose inhibition, % at 100 µM; IC50 in µM for titrated hits. actives 0.02% (n = 340,000);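 active = phage lysis inhibition, versus mean bacterial control, above a set limit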;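 also: capsule biogenesis inhibitors block K1F phage lysis so surviving cells raise fluorescence; higher fluorescence means more inhibition of phage lysis; actives were called in the ten point dose series up to 300 µM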
GPR55 LPI antagonism: GPR55 antagonists blocking LPI-driven arrestin recruitment, primary screen, imaging, U2OS, beta-arrestin-GFP, LPI agonist (AID 2013); one-dose inhibition, % at 10 µM; IC50 in µM for titrated hits; actives 0.13% (n = 290,000); U2OS GPR55 beta-arrestin-GFP translocation imaging, LPI antagonism; higher % means a stronger effect;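 active = spots per cell inhibited over 60%, with over 100 cells counted and total cytoplasm intensity under 500,000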;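 also: U2OS cells stably carrying GPR55 and arrestin-GFP stimulated by 5 µM LPI near EC80; imaged beta-arrestin-GFP aggregate spots per cell after agonist stimulation; plate controls were LPI-stimulated DMSO wells for no effect and DMSO wells without LPI for full effect; some results filed as inactive read as strong as hits; confirmed hits need IC50 under 10 µM and bright autofluorescent wells are also inconclusive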
GPR55 activation: selective activators of receptor GPR55 – imaging, U2OS cells, beta-arrestin-GFP redistribution, primary screen (AID 1961); U2OS GPR55 beta-arrestin-GFP redistribution imaging; higher % means a stronger effect; activation, % at 10 µM; hits with a dose series show EC50 in µM; actives 0.048% (n = 290,000);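 active = activation above 40% with more than 50 cells counted in the well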;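 also: U2OS osteosarcoma cells stably expressing GPR55 and beta-arrestin-GFP; plate controls were DMSO negative control for no effect and LPI positive control for full effect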
NOD1 NF-kB reporter: NOD1 signaling inhibitors, primary screen, cell-based, luminescence, uHTS (AID 1578); NOD1-driven NF-kB luciferase reporter cells, luminescence; higher % means a stronger effect; inhibition, % at 4 µM; hits with a dose series show EC50 in µM; actives 1% (n = 290,000); in the data active = inhibition mostly above about 36%, no sharp cut-off; inactive = mostly below about 34%;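 also: HEK-293T reporter cells stimulated with the NOD1 agonist gamma-tri-DAP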
NTR1 ag cell count 20 µM: second read-out of NTR1 ag, no call of its own (marks repeat the call); cell count; measured here: cell count, cytotoxicity flag
Active calls of the source: *; / = not tested or not shown; & = joins results of further samples; [ ] = another dose, or the depositor's remark. Some of the compounds tested; the hit share may differ from the screen's.

SMILES	GPR35 arrestin U2OS	MgcRacGAP inhibition	NTR1 ag	NTR1 ag cell count 20 µM	KOR beta-arrestin-1	KOR beta-arrestin-2	K1F lysis inhibition	GPR55 LPI antagonism	GPR55 activation	NOD1 NF-kB reporter
O=C(O)CCN1C(=O)/C(=C/c2cn(-c3ccccc3)nc2-c2cccs2)SC1=S	-2%	7%	5.8	100	-115%[20 µM]	/	1.2%	3%	-0.1%	-13%
Cc1cc(C(=O)CN2C(=O)c3ccccc3C2=O)c(C)n1Cc1cccs1	11%	5%	1.6	84	3%	4.0%	1.2%	11%	0.1%	13%
Cc1cc(=O)[nH]c(N/N=C/c2cn(CCC#N)nc2-c2ccccc2)n1	4%	3%	1.1	43	-1%	-3.9%	0.7%	0%	-0.5%	-42%
COc1ccccc1NC(=O)c1ccc(C(=O)c2ccccc2)o1	-4%	10%	0.9	56	-24%	-2.6%	0.0%	10%	0.4%	-11%
O=C1C(CSCc2ccccc2)NC(=S)N1c1ccccc1 (stereo not drawn)	2%	/	8.5	51	42%	4.3%	/	5%	1.0%	4%
CS(=O)(=O)N1CCN(c2ccccc2NC(=O)C(c2ccccc2)c2ccccc2)CC1	-8%	5%	3.0	78	-30%	-1.4%	7.2%	10%	-0.1%	9%
O=C(Cn1cnc2c(cnn2-c2ccccc2)c1=O)N1CCN(c2ccc(F)cc2)CC1	-14%	8%	0.8	78	3%	1.1%	-0.5%	6%	-0.1%	1%
CC(CN1CCCCC1)OC(=O)/C=C/c1ccccc1 (stereo not drawn)	13%	10%	0.4	45	-8%	3.2%	0.0%	-3%	-0.2%	-32%
Cc1cc([N+](=O)[O-])ccc1NC(=O)C1CCCO1 (stereo not drawn)	2%	7%	2.2	40	-30%	0.0%	4.1%	5%	-0.2%	8%
COc1cc2c(C#N)c(N3CCCC3)nc(N)c2c(N)n1	-5%	9%&13%	6.3&2.3	91&61	44%	-0.1%	-0.3%	-7%	-0.2%	-8%
CN1CCN(CC(=O)Nc2c(C(=O)C3CC3)oc3ccccc23)CC1	-16%	8%	0.3	74	-3%	19%	1.5%	0%	-0.2%	0%
CN(C)S(=O)(=O)c1ccc(NC(=S)NC(=O)Cc2ccccc2)cc1	2%	1%	1.4	25	-47%	0.0%	1.3%	7%	-0.4%	27%
Cc1ccc(S(=O)(=O)Nc2ccc(C(=O)N3CCCC3)cc2)cc1	3%	-1%	0.2	74	1%	-5.0%	0.5%[50 µM]	11%	-0.1%	-41%
Cc1ccc(N(CC(=O)N2CCc3ccccc3C2)S(C)(=O)=O)cc1	-4%	5%	-2.0	38	10%	-0.5%	0.0%	-4%	-0.2%	0%
C=CCNC(=O)C(C#N)c1nc2ccccc2nc1N1CCN(Cc2ccccc2)CC1 (stereo not drawn)	1%	6%	2.3	35	9%	-1.5%	0.4%	-25%	0.0%	-9%
CSc1ccccc1NC(=O)C(=O)c1c[nH]c2ccccc12	-12%	10%	6.4	61	-6%	-6.6%	0.3%	9%	-0.2%	-12%
CCCSc1nc(N2CCOCC2)c2c(c1C#N)CC(C)(C)SC2	0%	-2%	9.2	56	-38%	1.8%	-0.2%	41%	-0.1%	0%
CCOc1ccccc1NC(=O)CSc1nc2cccnc2n1C	3%	-5%	-0.3	78	16%	-9.0%	3.5%	3%	-0.3%	0%
CS(=O)(=O)c1ccc2nc(NC(=O)CN3C(=O)C4CC=CCC4C3=O)sc2c1 (stereo not drawn)	2%	9%	0.5	54	-4%	-3.9%	4.6%	-6%	0.2%	-22%
CN(C(=O)CO/N=C/c1ccc(OC(F)F)cc1)C1CCS(=O)(=O)C1 (stereo not drawn)	-14%	3%	0.4	43	16%	2.4%	-0.6%	14%	0.2%	-12%
CCN1CCN(C(=S)Nc2ccc(Cl)cc2Cl)CC1	6%	2%	3.0	54	-2%	-7.7%	3.6%	-11%	-0.2%	-18%
Cc1nnc2ccc(N3CCCCC3)nn12	-1%	/	-1.3	59	6%	-2.3%	0.0%	-3%	0.6%	-2%
Cn1c(=O)oc2cc(S(=O)(=O)Nc3ccc4c(c3)OCO4)ccc21	-17%	5%	1.8	76	-25%	-4.5%	0.9%	4%	-0.2%	-8%
N#C/C(=C\c1ccc(F)c(Cl)c1)S(=O)(=O)c1ccccn1	-1%	6%	-1.1	49	-15%	-2.1%	-0.3%	11%	-0.1%	0%

An excerpt from above in order of SMILES length, high to low.
SMILES	GPR35 arrestin U2OS	MgcRacGAP inhibition	NTR1 ag	NTR1 ag cell count 20 µM	KOR beta-arrestin-1	KOR beta-arrestin-2	K1F lysis inhibition	GPR55 LPI antagonism	GPR55 activation	NOD1 NF-kB reporter
CN(C(=O)CO/N=C/c1ccc(OC(F)F)cc1)C1CCS(=O)(=O)C1 (stereo not drawn)	-14%	3%	0.4	43	16%	2.4%	-0.6%	14%	0.2%	-12%
Cn1c(=O)oc2cc(S(=O)(=O)Nc3ccc4c(c3)OCO4)ccc21	-17%	5%	1.8	76	-25%	-4.5%	0.9%	4%	-0.2%	-8%
CSc1ccccc1NC(=O)C(=O)c1c[nH]c2ccccc12	-12%	10%	6.4	61	-6%	-6.6%	0.3%	9%	-0.2%	-12%

Remaining list, next part.
SMILES	GPR35 arrestin U2OS	MgcRacGAP inhibition	NTR1 ag	NTR1 ag cell count 20 µM	KOR beta-arrestin-1	KOR beta-arrestin-2	K1F lysis inhibition	GPR55 LPI antagonism	GPR55 activation	NOD1 NF-kB reporter
COc1ccc(/C=N/Nc2nccnc2Cl)c(OC)c1	16%	3%	-0.1	91	-34%[20 µM]	-6.4%	-1.6%	8%	0.0%	-47%
COC(=O)c1ccc(C(=O)OC)c(NC(=O)CN(c2ccc3c(c2)OCO3)S(C)(=O)=O)c1	-7%	-4%	1.4	55	-20%	0.5%	-2.2%	6%	0.7%	-16%
CCN1CCN(C(=O)c2ccc(Cn3c(=O)[nH]c4cc(OC)c(OC)cc4c3=O)cc2)CC1	-4%	6%	-1.0	91	-16%	1.0%	-0.1%	1%	-0.1%	-10%
CCN(CC(=O)NC(C)C)C(=O)C(CCSC)NC(=O)c1ccccc1OC (stereo not drawn)	2%	4%	-0.5	47	0%	-3.8%	-0.5%	-1%	0.4%	-13%
N#CCCn1cc(C(=O)Nc2ccc(C(=O)O)cc2)c(-c2cc3ccccc3o2)n1	-17%	11%	2.1	66	2%[20 µM]	-1.6%	0.4%	-7%	0.6%	-24%
O=C(O)CN1C(=O)/C(=C\c2cc(Br)ccc2OCc2ccc(F)cc2)SC1=S	-29%	/	5.8	74	0%	-4.2%	0.1%	1%	0.0%	-4%
O=C(NC1CCCC1)c1ncn[nH]1	8%	-6%	0.7	71	-2%	-1.6%	1.0%	2%	-0.1%	-18%
Cc1ccc(NS(=O)(=O)c2cc(OCC(N)=O)c(C)cc2Cl)cc1C	-15%	-6%	0.2	52	-9%	1.0%	-0.7%	10%	-0.4%	4%
CC(=O)N1CCN(c2ccc(NC(=O)c3ccccc3C)cc2)CC1	4%	9%	-0.1	63	-8%[20 µM]	/	0.3%	8%	-0.1%	0%
CN(Cc1ccccc1)C(=O)CN(c1ccc(F)cc1)S(=O)(=O)c1ccc2c(c1)OCCO2	11%	8%	1.7	64	16%	-5.2%	0.2%	1%	-0.4%	11%
N#Cc1c(-c2ccccc2)c(-c2ccccc2)nn(CC(=O)NNC(=O)Nc2ccccc2)c1=O	-13%	8%	2.2	35	4%	-2.5%	-0.1%	-9%	-0.1%	-18%
Cc1ccc(NC(=O)CCC(=O)NNC(=O)COc2ccccc2)cc1C	-3%	8%	0.0	35	-8%	2.9%	5.0%	-8%	-0.1%	-20%
Cc1ccc2cc(CCNS(=O)(=O)c3ccc(F)cc3)c(=O)[nH]c2c1C	-9%	-7%	-3.6	66	-3%	0.3%	-0.1%	-6%	0.3%	-7%
COC(=O)c1cc(-c2ccc(Cl)cc2)n[nH]1	11%	18%	0.4	73	-41%[20 µM]	/	0.2%	-8%	0.9%	-47%
CCOC(=O)/C=C1\Nc2ccccc2SC1=O	-3%	9%	3.8	79	-37%	2.4%	0.3%	1%	-0.1%	-18%
COc1ccccc1N(CC(=O)NCCSc1ccccc1)S(=O)(=O)c1ccccc1	-14%	8%	0.7	57	8%	3.4%	-0.2%	-4%	-0.1%	10%
Cc1cc2cc(CNC(=O)Nc3ccccc3)ccc2[nH]1	6%	-4%	-0.6	48	-26%	1.5%	-0.7%	7%	0.0%	-41%
Clc1ccc(CSc2nnc(/C=C/c3ccccc3)o2)cc1	6%	3%	2.5	47	16%	0.2%	-2.2%[50 µM]	0%	-0.2%	-26%
CCOC(=O)c1cc(C(C)(C)C)oc1CNC(=O)c1c(C)oc2c1CCCC2	-6%	2%	-0.1	84	-9%	-1.8%	-0.3%	22%	0.5%	-28%
COC(=O)CC1C(C(=O)OC)ON2OC(C(=O)OC)C(C(=O)OC)C12 (stereo not drawn)	-8%	2%	0.6	78	-9%	3.7%	0.0%	4%	-0.1%	-34%
COC(=O)c1cc(C(=O)OCC(=O)N(C)C2CCS(=O)(=O)C2)cc([N+](=O)[O-])c1 (stereo not drawn)	24%	-4%	-2.0	56	5%	-7.6%	0.1%	-2%	0.2%	-10%
Cn1c(SCC(=O)Nc2ccccc2F)nnc1-c1cccs1	18%	1%	1.0	47	-2%	-0.4%	-0.4%	-8%	-0.1%	5%
CCc1sc2nc(SCC(=O)Nc3cc(C)on3)n(-c3cccc(OC)c3)c(=O)c2c1C	-2%	20%	9.2	26	20%	-3.7%	-0.1%	-2%	0.0%	-20%
COc1ccc(CCN2CC(C(=O)NC3CCCCC3)CC2=O)cc1OC (stereo not drawn)	16%	-2%	0.2	48	-29%	3.6%	-0.1%	24%	0.2%	-2%
COc1ccc(C(C#N)N2N=C(c3ccccc3)CC2c2ccccc2)cc1OC (stereo not drawn)	-11%	1%	2.8	63	44%	0.4%	2.9%	8%	0.4%	-8%
Cc1ccc2[nH]cc(C(=O)CN3CCN(C)CC3)c2c1	1%	2%	-1.0	58	2%	4.9%	0.9%	14%	0.3%	-1%
CCn1ccnc1CN1CCc2c([nH]c3ccccc23)C1C(C)(C)C (stereo not drawn)	16%	4%	2.6	31	9%	/	0.6%	4%	1.2%	1%
Cc1ccc(Cl)cc1N1CCN(S(=O)(=O)c2cccc(S(=O)(=O)N3CCCC3)c2)CC1	-11%	4%	0.4	60	16%	-7.7%	1.5%	2%	0.2%	20%
S=c1nc[nH]c2c1[nH]c1ccccc12	-5%	27%	-1.1	46	-30%	-2.0%	-0.2%	0%	-0.3%	-11%
O=C(NNC1CC(c2ccccc2)=NN1C(=O)c1ccccc1)c1ccccc1 (stereo not drawn)	0%	5%	2.3	58	-14%	1.4%	-0.4%	8%	-0.3%	-4%
COc1ccc(/C=C2/N=C3CCCCCN3C2=O)cc1	-4%	5%	0.4	66	6%	-2.4%	-1.8%	18%	-1.0%	-22%

Screening results from PubChem BioAssay.
